Assay outcomes as filed in PubChem.
MEKK2wt PB1 HTS: modulators of MEK5 binding to wildtype MEKK2, primary screen, biochemical, multiplex bead flow cytometry, Alexa488-MEK5; Mitogen-activated protein kinase kinase kinase 2 (Homo sapiens), Q9Y2U5; 290,000 compounds, 1.1% hits; binding response (% of control), % at 10 µM; Alexa488-MEK5 binding to MEKK2 WT; actives lie on both sides; in the data active = binding response below about 67% or above about 130%
V1R ag counter: agonists of human V1a receptor, primary screen, counter-screen for OXTR agonist project, fluorescence, CHO-V1R cells; Fluo-8 calcium fluorescence, agonist mode; 0% DMSO, 100% 3 nM vasopressin; activation, % at 3 µM; 320,000 compounds, 0.25% hits; AID 2797, 2010;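 active = activation above the mean activation of all tested compounds plus 3 SD, per screening run, cut at about 20% in these data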;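 note: signal is peak over basal fluorescence ratio across a 100 second FLIPR read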
Target sequence (P37288 whole entry, looked up): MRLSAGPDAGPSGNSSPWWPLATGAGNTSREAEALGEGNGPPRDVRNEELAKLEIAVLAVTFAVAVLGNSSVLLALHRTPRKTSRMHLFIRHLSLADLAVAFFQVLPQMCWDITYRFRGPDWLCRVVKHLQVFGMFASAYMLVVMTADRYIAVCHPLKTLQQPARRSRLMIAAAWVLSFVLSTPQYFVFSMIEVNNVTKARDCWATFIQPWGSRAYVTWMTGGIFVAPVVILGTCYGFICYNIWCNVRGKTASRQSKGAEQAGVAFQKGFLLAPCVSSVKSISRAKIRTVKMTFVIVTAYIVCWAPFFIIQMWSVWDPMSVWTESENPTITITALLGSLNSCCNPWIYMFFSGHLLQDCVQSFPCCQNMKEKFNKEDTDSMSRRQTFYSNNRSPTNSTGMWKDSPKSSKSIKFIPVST
M18AAP inhibitor: PfM18AAP inhibitors, malaria aminopeptidase, primary screen, biochemical, QFRET, recombinant enzyme | M18 aspartyl aminopeptidase (Plasmodium falciparum 3D7) | H-Glu-NHMec fluorogenic cleavage | inhibition, % at 7.35 µM | 290,000 compounds, 1.2% hits | AID 1822, 2009;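 active = inhibition above the campaign mean inhibition over all tested compounds plus 3 SD, cut at about 28% in these data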;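 note: 0% = plate median of test compound wells and 100% = 2 mM ZnCl2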
GalR3 antag: GalR3 antagonists in HEK293 cells, primary screen, cell-based, fluorescence readout | HEK293 GalR3-CNG cAMP membrane potential fluorescence; galR3 body fused to GalR1 C-terminus | 360,000 compounds, 0.44% hits | Galanin receptor type 3 (Homo sapiens), O60755 | inhibition, % at 3 µM;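 active = inhibition above the screen-wide average plus 3 SD, cut at about 13% in these data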;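 note: forskolin and galanin both at EC90 stimulate the cells; cAMP rise reported by CNG channel membrane potential dye signal; 0% = forskolin plus galanin with DMSO and 100% = forskolin alone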
Target sequence (O60755 1-299 limits assumed): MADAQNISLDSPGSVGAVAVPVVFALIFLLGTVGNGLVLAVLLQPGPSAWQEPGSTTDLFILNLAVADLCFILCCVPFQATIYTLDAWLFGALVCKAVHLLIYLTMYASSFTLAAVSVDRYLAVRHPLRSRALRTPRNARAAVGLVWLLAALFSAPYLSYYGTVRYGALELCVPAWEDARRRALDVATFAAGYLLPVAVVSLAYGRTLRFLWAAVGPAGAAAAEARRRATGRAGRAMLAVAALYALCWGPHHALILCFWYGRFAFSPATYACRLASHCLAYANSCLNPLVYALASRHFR
OXTR potentiator: human OXTR potentiators, primary screen, fluorescence, CHO-OTR cells, Fluo-8 calcium. AID 2445, 2010. activation, % at 3 µM. Fluo-8 calcium fluorescence, potentiator mode; 0% = oxytocin EC15, 100% = EC100. 320,000 compounds, 0.061% hits. Oxytocin receptor (Homo sapiens), P30559;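 active = activation above that plate's cutoff, the mean activation of tested compounds plus 3 SD, cut at about 6.6% in these data, passing the limit was not always enough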;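 note: 100% uses oxytocin at 75 nM as the full agonist control; some results filed as inactive read as strong as hits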
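Dosing: Single dose, 3.0 µM nominal final compound concentration | Material: Human OTR in CHO cells | Technique: Kinetic Fluo-8 calcium fluorescence | Benchmarks: EC15 oxytocin alone as 0%, 75 nM oxytocin as 100% | Probe or stimulus: Oxytocin at about EC15, sub-maximal agonist stimulus | Incubation: Compound 6 min at room temperature before oxytocin, 100 s read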
NALP1 inh: NALP1 inflammasome inhibitors in reconstituted yeast, colorimetric, S. cerevisiae, triplicate retest; S. cerevisiae NALP1/ASC/caspase-1 growth, X-gal OD620, 72 h; inhibition, % at 10 µM; 280,000 compounds, 0.61% hits; AID 2071, 2009; in the data active = inhibition mostly above about 24%, no sharp cut-off; inactive = mostly below about 32%; note: some compounds called inactive have numbers as strong as hits
MEKK2 mut-MEK5: MEK5 binding signal on mutant MEKK2 PB1, primary screen, biochemical, multiplex bead flow cytometry, Alexa488-MEK5; Alexa488-MEK5 binding to MEKK2 mutant; AID 1530, 2009; 290,000 compounds, 0.35% hits; percent response, % at 10 µM; in the data active = percent response above about 24%, passing the limit was not always enough; note: inactives centre near 1; some results filed as inactive read as strong as hits
GPR7 antag: GPR7 receptor antagonists, primary screen, cell-based, fluorescence, single concentration; inhibition, % at 4.4 µM; GPR7-expressing cells, fluorescence antagonist assay; 290,000 compounds, 1.1% hits; in the data active = inhibition above about 16%, passing the limit was not always enough;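 note: cells stimulated with the agonist NPW; 0% = agonist with vehicle and 100% = vehicle without agonist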
OXTR ag: human OXTR agonists, primary screen, fluorescence, CHO-OTR cells, Fluo-8 calcium | Fluo-8 calcium fluorescence; normalized: DMSO 0%, oxytocin 100% | activation, % at 3 µM | 320,000 compounds, 0.32% hits;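 active = activation above the mean of all tested compounds plus 3 SD, cutoff set per screening run, cut at about 20% in these data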;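 note: peak over basal fluorescence ratio from a 100 s FLIPR kinetic read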
Numbers without * were called inactive; x = no result given; & = joins results of further samples; ! = a repeat was not active; [ ] = remark or other dose. The list is partial; the hit share may differ from the screen's.

Each structure is followed by: OXTR potentiator	NALP1 inh	V1R ag counter	OXTR ag	M18AAP inhibitor	GPR7 antag	MEKK2wt PB1 HTS	MEKK2 mut-MEK5	GalR3 antag
CCOCCCn1c(N)c(C(=O)Nc2sc3c(c2C(=O)OC)CCCC3)c2nc3ccccc3nc21
→ -5.5	10.8	-0.4	-0.4	11.2	-9.9	104.0	3.0	-3.5
CCN1CCN(c2nc3c(c(=O)[nH]2)CCC3)CC1
→ -0.6	25.1	0.6	0.6	-1.1	4.7	98.0	-2.0	-2.6
COc1cccc(CCNCc2cccc(C(F)(F)F)c2)c1
→ -10.1	19.5	9.2	10.3	4.4	9.2	102.0	-1.0	-5.6
COC(=O)C1=C(c2ccccc2)C[C@@H]2CC[C@H]1N2C(=O)NCc1ccco1
→ -8.7	x	0.1	-0.4	x	x	97.0	2.0	0.8
CN1CCN(C(=O)COc2ccc(S(=O)(=O)Nc3ccc(F)cc3)cc2)CC1
→ -5.9	21.5	0.7	0.9	-11.4	2.7	102.0	1.0	-2.8
Clc1cccc(N2CCNCC2)n1
→ -3.7	13.3	-0.4	1.1	-8.1	-11.6	100.0	1.0	-4.4
CCC(=NCc1ccco1)c1c(O)n(-c2ccccc2)c(=O)[nH]c1=O
→ -11.5	5.3	0.5	-0.2	10.3	3.8	101.0	0.0	-3.5
O=c1cc(CN2CC=C(c3ccccc3)CC2)c2c(ccc3ccccc32)o1
→ -5.2	x	-0.5	-0.6	-4.6	-8.1	101.0	0.0	-9.7
O=C1NC(=O)N(c2ccc3c(c2)OCO3)C(=O)/C1=C\c1ccsc1
→ -1.4	x	-0.2	0.5	33.4*	6.7	94.0	-14.0	4.9
O=c1[nH]c(=O)n(-c2ccccc2)c(O)c1N=Nc1ccc(Br)cc1
→ -0.6	-6.8	1.7	0.8	6.0	-1.6	98.0	1.0	-5.1
O=C(O)c1ccccc1NC(=O)C1C2CCC(O2)C1C(=O)O (stereo not given)
→ -5.0	5.8	0.1	1.0	-16.1	-4.7	109.0	3.0	x
CC[N+](CC)(CC)CCCOC(=O)C(O)(c1ccccc1)C1CCCCC1 (stereo not given)
→ -5.9	11.9	0.2	-0.5	-0.3	-6.2	102.0	8.0	-3.6
Cc1ccc(NP(=O)(Oc2ccccc2F)Oc2ccccc2F)cc1
→ -8.3	17.6	-0.9	-1.6	-4.6	7.4	97.0	2.0	-9.7
O=C1CC(=O)N(c2cccc(F)c2)C(=O)N1
→ 1.2	2.4	0.0	1.4	2.7	-17.3	111.0	5.0	-2.5
COC(=O)C1=C(c2ccc(OC(F)(F)F)cc2)C[C@@H]2CC[C@H]1N2C(=O)NC(C)C
→ -0.9	x	0.5	-0.4	x	x	x	x	-1.8
C[C@H]1CC2C3CC=C4C[C@@H](O)CC[C@]4(C)C3CC[C@]2(C)[C@H]1O (stereo not given in full)
→ -3.4	x	3.0	1.1	x	x	x	x	-6.7
O=C(CCc1ccc(O)cc1)N1C[C@H]2C[C@@H](C1)c1cccc(=O)n1C2
→ -6.1	21.4	-0.3	0.2	-0.7	-4.3	103.0	-2.0	0.3
COc1ccc(CCNCc2ccc(SC)cc2)cc1
→ 0.1	13.8	3.8	6.0	-4.5	-6.5	104.0	4.0	-5.3
Cc1cc(Cl)ccc1C(=O)C1CCCN(Cc2ccon2)C1 (stereo not given)
→ -7.5	3.0	-0.7	-0.1	3.6	8.0	95.0	-4.0	-8.6
CC(=O)O[C@@H]1[C@H]2CC[C@@H]3[C@]1(C[C@@H](OC(C)=O)[C@@]1(O)C([C@@H]4O[C@@H]4C1(C)C)[C@]3(C)O)C[C@@]2(C)O (stereo not given in full)
→ 0.6	13.5	-0.2	0.4	1.3	-3.2	103.0	5.0	-4.3
Nc1nnc(CCN2CCCCC2)s1
→ -2.2	11.2	0.6	0.0	6.3	-9.3	109.0	6.0	-2.1
Cc1cccc(C#N)c1
→ -3.4	x	0.8	0.3	x	x	x	x	-0.8
CCCCOc1ccc(CC2C(=O)N(C)C(=O)N(C)C2=O)cc1
→ -13.0	-2.8	1.6	0.3	0.0	-1.2	101.0	-2.0	-2.3
O=C(NC1CC2CCCC(C1)N2)c1ccccc1 (stereo not given)
→ -5.9	7.3	0.7	0.6	2.0	-8.8	106.0	3.0	1.2
O=C1NC(=O)C(=Cc2ccc(N3CCN(C(=O)c4ccccc4)CC3)c([N+](=O)[O-])c2)C(=O)N1
→ -14.6	10.2	3.0	2.3	11.4	-6.2	94.0	-5.0	-4.3
O=C1NC(=O)C(CCc2ccncc2)(C2CCCCC2)C(=O)N1
→ -15.1	-18.2	-0.5	-0.3	3.5	-6.3	x	x	-1.5
Oc1ccc2c3c1OC1C(O)CC[C@@]4(O)[C@@H](C2)N(CC2CCC2)CC[C@]314 (stereo not given in full)
→ 4.2	6.4	0.4	0.4	14.3	4.7	53.0*![inhibitor]	-1.0&1.0	x
Cc1cc(/C=C2/C(=O)NC(=O)N(c3ccc(Br)cc3)C2=O)c(C)n1C
→ -7.9	11.5	-0.7	-0.8	-1.7	-1.1	88.0	-22.0	-4.7
COc1ccc(Br)cc1CNCCc1ccc2c(c1)OCO2
→ -5.9	x	3.5	2.1	x	x	x	x	-1.3
CN1CC[C@@]2(C)c3cc(O)ccc3N(C)C2O1 (stereo not given in full)
→ -5.3	x	0.0	-0.1	x	x	104.0	2.0	x

Among those listed so far, these have an aryl methoxy group:
Each structure is followed by: OXTR potentiator	NALP1 inh	V1R ag counter	OXTR ag	M18AAP inhibitor	GPR7 antag	MEKK2wt PB1 HTS	MEKK2 mut-MEK5	GalR3 antag
COc1cccc(CCNCc2cccc(C(F)(F)F)c2)c1
→ -10.1	19.5	9.2	10.3	4.4	9.2	102.0	-1.0	-5.6
COc1ccc(CCNCc2ccc(SC)cc2)cc1
→ 0.1	13.8	3.8	6.0	-4.5	-6.5	104.0	4.0	-5.3
COc1ccc(Br)cc1CNCCc1ccc2c(c1)OCO2
→ -5.9	x	3.5	2.1	x	x	x	x	-1.3

New compounds follow:
Each structure is followed by: OXTR potentiator	NALP1 inh	V1R ag counter	OXTR ag	M18AAP inhibitor	GPR7 antag	MEKK2wt PB1 HTS	MEKK2 mut-MEK5	GalR3 antag
C[N+]1(C)[C@@H]2CC(OC(=O)[C@H](CO)c3ccccc3)C[C@H]1[C@@H]1O[C@@H]12 (stereo not given in full)
→ -7.5&-1.1	10.6&3.1	1.1&1.9	1.2&1.3	-4.6&3.2	-6.5&-9.5	102.0&95.0	-2.0&7.0	-2.7&-1.4
CC(=O)Nc1ccccc1C(=O)OCc1ccc(F)cc1
→ -2.5	-13.7	-0.3	-1.5	-6.0	2.3	95.0	-3.0	-1.1
CNC(=O)NC(O)C(Cl)(Cl)Cl (stereo not given)
→ -6.1	3.9	0.8	-0.3	-7.3	1.9	99.0	-3.0	-0.1
CC1(C)C(=O)CC[C@@]2(C)C1=CCC1C2CC[C@]2(C)C(=O)CCC12 (stereo not given in full)
→ -10.7	x	5.6	3.6	x	x	x	x	-3.9
COC(=O)C1=C(c2ccc(F)cc2OCc2ccccc2)C[C@@H]2CC[C@H]1N2C(=O)NCc1ccc(Br)cc1
→ -3.8	x	3.1	2.3	x	x	x	x	-7.3
C=C1C(=O)O[C@H]2C[C@@H](C)[C@@H]3C=CC(=O)[C@@]3(C)C[C@H]12
→ 5.3	-5.9	-0.1	-0.2	x	x	97.0	-5.0	-5.0
O=C(Cc1ccccc1)N1CCN(Cc2c[nH]c3ccccc23)CC1
→ -0.8	24.4	1.8	2.8	1.3	0.9	104.0	2.0	-3.3
Clc1ccccc1NC1=NCCCS1
→ 6.2	10.0	3.2	2.1	-13.3	-0.3	103.0	7.0	-8.7
COC(=O)C1=C(c2cccc(C#N)c2)C[C@@H]2CC[C@H]1N2C(=O)NCC1CC1
→ -3.7	x	1.0	0.0	x	x	x	x	2.3
COC(=O)C1=C(c2ccc3ccccc3c2)C[C@@H]2CC[C@H]1N2C(=O)NCC1CC1
→ -2.8	x	-0.1	-0.4	x	x	x	x	-4.6
COC(=O)C1=C(c2ccc(OCc3ccccc3)cc2)C[C@@H]2CC[C@H]1N2C(=O)NCc1ccc(N(C)C)cc1
→ -3.0	x	-0.8	-0.4	x	x	x	x	-3.3
O=C1CN=C(c2ccc[nH]2)c2cc(Cl)ccc2N1
→ 0.8	7.0	0.9	1.7	7.6	-8.5	98.0	0.0	-7.8
O=C(Cc1ccccc1)NC(Oc1ccccc1Cl)C(Cl)(Cl)Cl (stereo not given)
→ -6.1	7.2	0.5	0.4	2.8	-5.9	95.0	-2.0	-0.6
CN1CCC(n2nccc2N)CC1
→ -3.9	13.9	0.5	-0.4	1.7	-2.3	114.0	11.0	-0.8
O=C1NC(=O)C(=Cc2ccc(N3CCOCC3)cc2)C(=O)N1
→ 0.1	0.3	0.4	5.2	21.9	-6.3	101.0	-3.0	-2.6
CC12CN3CC(C)(CN(C1)C3c1cccnc1)C2=O (stereo not given)
→ -8.1	12.6	1.3	0.5	-18.8	-5.8	111.0	3.0	6.0
Cc1ccc2[nH]c(C)c(CCNCc3cccnc3)c2c1
→ -8.4	13.1	-0.4	0.3	0.4	-4.0	117.0	16.0	-2.5
c1ccc(-c2cc(-c3ccccc3)[n+](-c3ccccc3)c(-c3ccccc3)c2)cc1
→ -26.2	x	2.4	1.6	6.8	96.7*	112.0	5.0	-8.3
